S1P3 antag: S1P3 (human) receptor antagonism. inhibition, % at 4.98 µM. AID 485. CHO S1P3 NFAT-BLA reporter, FRET fluorescence, antagonist mode. Q99500. 170,000 compounds, 0.27% hits;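 active = inhibition above the plate cutoff, the mean inhibition of test wells on that plate plus 3 SD, cut at about 28% in these data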;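 note: cells challenged with S1P at its EC80 of 0.8 µM; blue over green emission ratio from cleaved BLA substrate after 4 h stimulation; 0% = S1P-stimulated wells and 100% = unstimulated DMSO-only wells; some compounds past the cut are filed as inactive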
Target sequence (Q99500 whole entry, looked up): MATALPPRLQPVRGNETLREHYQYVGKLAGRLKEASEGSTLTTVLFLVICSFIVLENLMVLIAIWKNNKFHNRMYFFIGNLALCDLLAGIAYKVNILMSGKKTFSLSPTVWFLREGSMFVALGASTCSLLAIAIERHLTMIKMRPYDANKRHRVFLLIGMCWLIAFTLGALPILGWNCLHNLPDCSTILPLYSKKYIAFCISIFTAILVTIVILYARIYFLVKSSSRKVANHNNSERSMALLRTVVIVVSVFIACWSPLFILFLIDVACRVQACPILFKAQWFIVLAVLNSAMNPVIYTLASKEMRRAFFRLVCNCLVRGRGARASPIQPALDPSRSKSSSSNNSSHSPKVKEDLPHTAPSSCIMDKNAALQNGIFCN
* = called active by the depositor. A portion of the library; count on the stated rates, not on these rows.

S1P3 antag	mol
-7	CC1CCCCC1NC(=O)CSc1ccc([N+](=O)[O-])cc1 (stereo not given)
-9	O=C(c1ccccc1)c1ccccc1N1C(=O)C=CC1=O
-6	COc1ccc(Cl)cc1C(=O)NNC(=O)c1nc2nc(C)cc(C)n2n1
-5	Cc1onc(-c2c(F)cccc2Cl)c1C(=O)N1CCN(c2ncc(Br)cn2)CC1
8	COc1ccc(-c2ncncc2-c2ccc(Cl)cc2)c(O)c1
8	O=C(CC(Cc1ccccc1)c1ccco1)NCc1ccco1 (stereo not given)
10	O=C(NCCCN1CCCC1=O)c1cc2c(s1)CCCCC2
-2	O=C(NCc1ccccc1)C12CC3CC(CC(Cl)(C3)C1)C2
4	Nc1cc(=O)[nH]c(SCC(=O)N2N=C(c3ccc4ccccc4c3)CC2c2ccccc2)n1 (stereo not given)
-6	COc1ccc(OCC(O)CNC(=O)Nc2ccc(F)cc2)cc1 (stereo not given)
-5	Cc1ccc(C(=O)N/N=C\c2ccc([N+](=O)[O-])o2)cn1
-15	N#C/C(=N\Nc1cccc(C(F)(F)F)c1)C(=O)c1ccsc1

Remaining list, next part:
S1P3 antag	mol
2	CCn1cc(SCC(=O)NCC2CCCO2)c2ccccc21 (stereo not given)
5	CCCCNC(=O)Nc1ccccc1CC
-8	Cc1ccc(S(=O)(=O)CC(C)(O)CS(=O)(=O)c2ccc(C)cc2)cc1
4	CN(C)CCOC(=O)C12CC3CC(C1)CC(C(=O)OCCN(C)C)(C3)C2
-2	CNC(=O)CC1C(=O)N(c2ccc(OC)cc2)C(=S)N1NC(=O)c1cccc(F)c1 (stereo not given)
4	C=CCC(Nc1ccccc1)c1cccc(OC)c1OC (stereo not given)
-18	Cc1ccc(S(=O)(=O)NC(=O)Nc2cccc(C)n2)cc1
3	Cc1[nH][nH]c(=O)c1C(c1ccc([N+](=O)[O-])cc1)c1c(C)[nH][nH]c1=O
5	Cc1nnc(Sc2cc(C(=O)NCCCOC(C)C)c3ccccc3n2)s1
4	Nc1nc(N)nc(-c2ccccc2-c2nc(N)nc(N)n2)n1
-3	O=[N+]([O-])c1ccc(O)c(/C=N/n2c(CO)nc3ccccc32)c1
-13	CC(=O)Nc1ccc(S(=O)(=O)C(C#N)c2nc3ccccc3nc2NCCCO)cc1 (stereo not given)

Carrying on.
S1P3 antag	mol
-4	CCN(CC)C(=O)CSc1nnc(-c2ccccn2)n1Cc1ccccc1
-4	CCC(C)[C@H](NC(=O)Nc1ccccc1F)C(=O)O (stereo not given in full)
3	CCOC(=O)C1CCCN(C(=O)Cn2ncc3c(=O)oc4ccc(C)cc4c32)C1 (stereo not given)
-6	CC(C)(C)c1ccc(NC(=O)N2CCCN(c3ccc([N+](=O)[O-])cn3)CC2)cc1
25	Nc1c(C(=O)c2ccccc2)sc2nsc(SCCN3CCCC3)c12
18	COC(=O)c1cc(C)nc(Sc2ccccc2N)n1
1	Cc1onc(-c2c(Cl)cccc2Cl)c1C(=O)c1ccccc1
3	Nc1ccc(/C=C/c2ccc3ncccc3c2)cc1
17	Oc1ccccc1-n1c(-c2ccccc2)ccc1-c1ccccc1
-1	O=C(Oc1c(-c2ccccc2)c(=O)n2c3c(cccc13)CC2)c1ccccc1
-5	COc1ccccc1Nc1nc(NCc2ccco2)nc(N)c1[N+](=O)[O-]
-16	Cc1ccc(/C=C2\S/C(=N/S(=O)(=O)c3cccs3)NC2=O)cc1

Remaining list, next part:
S1P3 antag	mol
-7	Cc1cccc(NC(=O)c2ccco2)c1C(=O)O
-13	CCCCn1c(=O)[nH]c(=O)c2c1nc(-c1ccc(OCCC)c(OCC)c1)n2C
-1	CC1(C)Cc2nc3sc(C(=O)NCCCO)c(N)c3cc2CO1
-11	COc1ccc(/C=C2\Oc3cc(OC(=O)N4CCOCC4)ccc3C2=O)cc1
13	COc1ccc(C(O)P(=O)(OCc2ccccc2)c2ccc(N(C)C)cc2)cc1 (stereo not given)
-10	O=C(CC(c1ccccc1)c1ccccc1)Nc1ccncc1
-10	COc1ccc(-c2csc(-c3ccc(O)cc3)n2)cc1
-8	CCN(CC)CCCN=C(C)C1=C(O)c2ccccc2C1=O
-3	CC1Cc2cc(/C(O)=C3/C(=O)C(=O)N(CCN4CCOCC4)C3c3ccc(C(C)C)cc3)ccc2O1 (stereo not given)
14	Cc1cccc(-n2ncc3c(NCc4cccnc4)ncnc32)c1
-8	CCOC(=O)c1c(CSC(=N)N)n(C)c2cc(Br)c(OC(C)=O)cc12
4	CCN(C(=O)COC(=O)c1c(C)c(-c2ccccc2)nc2ccccc12)C1CCS(=O)(=O)C1 (stereo not given)

Overlap with the part before: 7 entries, then new ones.
S1P3 antag	mol
-10	O=C(CC(c1ccccc1)c1ccccc1)Nc1ccncc1
-10	COc1ccc(-c2csc(-c3ccc(O)cc3)n2)cc1
-8	CCN(CC)CCCN=C(C)C1=C(O)c2ccccc2C1=O
-3	CC1Cc2cc(/C(O)=C3/C(=O)C(=O)N(CCN4CCOCC4)C3c3ccc(C(C)C)cc3)ccc2O1 (stereo not given)
14	Cc1cccc(-n2ncc3c(NCc4cccnc4)ncnc32)c1
-8	CCOC(=O)c1c(CSC(=N)N)n(C)c2cc(Br)c(OC(C)=O)cc12
4	CCN(C(=O)COC(=O)c1c(C)c(-c2ccccc2)nc2ccccc12)C1CCS(=O)(=O)C1 (stereo not given)
13	CCc1ccc2nc(/N=C(\N)NC(=O)c3ccccc3)nc(C)c2c1
-7	Cc1ccc(/C=N/NC(=O)c2ccco2)cc1
-5	Cc1cc(/C=C(\C#N)C(=O)Nc2ccccc2)c(C)n1-c1ccc(C(=O)O)cc1
-5	O=[N+]([O-])c1cccc(-c2csc(CS(=O)(=O)Cc3ccco3)n2)c1
4	S=C(NCc1cccnc1)Nc1ccc(Oc2ccc(Cl)cc2)cc1
-1	Cc1cccc2cc(/C=N/NC(=O)[C@H]3C[C@@H]3c3ccccc3)c(Cl)nc12
-10	N#Cc1ccsc1NC(=O)CN1CCOCC1
9	CCN1CCc2c(sc(NC(=S)NC(=O)c3ccc(Cl)cc3)c2C(N)=O)C1
-11	Cc1ccc2c(c1)c1ncn(Cc3ccc(F)cc3)c(=O)c1n2C
2	COC(=O)c1cc(-c2ccc(S(=O)(=O)N3CCCC3)cc2)c(C(F)(F)F)s1
-6	CCOC(=O)CCNC(=O)CCNC(=O)C(c1ccccc1)c1ccccc1
-2	Cc1ccc(-n2c(-c3cc(-c4ccco4)[nH]n3)n[nH]c2=S)c(Br)c1

Remaining list, next part
S1P3 antag	mol
-1	NC(=O)c1ccc(Oc2ccc(C(N)=O)cc2)cc1
-16	O=C(Cc1n[nH]c(=O)c2ccccc12)NCc1ccc(Cl)cc1
2	Cc1c(O)ccc2c(CN3CCN(C/C=C/c4ccccc4)CC3)cc(=O)oc12
-9	COc1cc(C(=O)Nc2ccc(S(=O)(=O)Nc3nccc(C)n3)cc2)c([N+](=O)[O-])cc1OC
-3	CCOC(=O)CN(C(=O)COc1nc(C)cc(C)c1C#N)c1ccc(Cl)cc1
0	Cc1cc2cc(C(=O)N3CCc4c([nH]c5ccccc45)C3c3ccccn3)ccc2o1 (stereo not given)
-5	Cn1ccnc1C(O)(c1ccccc1)c1ccccc1
8	CCC(C)Nc1nc2c(c(=O)n(C)c(=O)n2C)n1C (stereo not given)
-10	COc1cccc(-c2nnc(NC(=O)c3cccc(F)c3)o2)c1
-4	Nc1nonc1C(=O)NCCNc1ccc([N+](=O)[O-])cc1
-10	Cc1ccc(/C(O)=C/C(=O)C(=O)NC23CC4CC(CC(C4)C2)C3)cc1
4	Cc1[nH]c(C)c2c(=O)[nH]ncc12

Overlap with the part before: 2 compounds, then new ones.
S1P3 antag	mol
-10	Cc1ccc(/C(O)=C/C(=O)C(=O)NC23CC4CC(CC(C4)C2)C3)cc1
4	Cc1[nH]c(C)c2c(=O)[nH]ncc12
13	Cc1c(N2C(=O)CSC2c2ccco2)c(=O)n(-c2ccccc2)n1C (stereo not given)
-2	CSc1nc2c(cc1C#N)CCC2
8	C/C(=N/NC(=O)c1cc(C)[nH]n1)c1ccco1
-10	Cc1cc(C)nc(N/N=C/c2cccc([N+](=O)[O-])c2)n1
0	CN(NC1OC(=O)c2ccccc21)c1ncc(C(F)(F)F)cc1Cl (stereo not given)
-6	CCCCN(C)Cc1cc(=O)oc2cc3c(cc12)CCCC3
-6	S=C1NCN(Cc2ccco2)CN1Cc1ccco1
13	O=C(NCC1CCN(S(=O)(=O)c2ccccc2)CC1)Nc1ccc(F)cc1
-7	CC1CC(NC(=O)CC#N)CC(C)(C)C1 (stereo not given)
2	CCOC(=O)c1sc2nc(C)[nH]c(=O)c2c1C
-6	CCOC(=O)c1cnc2c(c(C3CC3)nn2C)c1N1CCOCC1
18	CCOC(=O)C(=O)N(Nc1ccc(C)cc1)c1ccc(C)cc1

The results go on.
S1P3 antag	mol
-7	CCOC(=O)c1[nH]c2ccccc2c1NC(=O)CC(C)C
-11	O=C(O)C1Cc2ccccc2CN1S(=O)(=O)c1ccccc1 (stereo not given)
7	Nc1nc(NCc2ccco2)nc(Nc2ccccc2)c1[N+](=O)[O-]
2	Cc1onc(NC(=O)c2ccc([N+](=O)[O-])o2)c1Br
-11	Cc1cccc(N2CN=c3s/c(=C\c4ccccn4)c(=O)n3C2)c1
-14	N#C/C(=C\c1ccc[nH]1)C(=O)c1ccccc1
9	COc1ccccc1N1C(=O)CSC1=NC(=O)c1ccccc1
1	Cc1c(C(=O)N(Cc2ccccc2)Cc2cccnc2)cnn1-c1ccc(F)cc1
11	Cc1ccc(N2C(=O)CN=C2Nc2nc(C)cc(C)n2)cc1
6	CCOC(=O)C(=NC1CCS(=O)(=O)C1)NNc1cc(Cl)ccc1Cl (stereo not given)
-11	N/C(CS(=O)(=O)c1ccccn1)=N\OC(=O)c1ccc(Cl)cc1
1	NC(N)=NC(N)=Nc1ccc(O)cc1

Later entries.
S1P3 antag	mol
0	CCOc1ccc(CN2CCN(Cc3c(C)nn(CC)c3C)CC2CCO)cc1 (stereo not given)
2	CNC(=S)n1cnc(N)n1
-7	COc1ccc2c(C)cc(SCC(=O)Nc3cc(C(N)=O)cc(C(N)=O)c3)nc2c1
-15	CCOc1cc(C(=O)NCCc2ccc(S(N)(=O)=O)cc2)cc(OCC)c1OCC
0	COCCn1c(-c2cccs2)nc2nc3ccccc3nc21
-4	NS(=O)(=O)c1ccc(CNC(=O)c2cnccn2)cc1
-3	COC(=O)c1ccc(C(=O)O)nc1
-2	COc1ccc(C2C3=C(CCCC3=O)NC3=C2C(=O)c2ccccc23)cc1 (stereo not given)
10	COCCSc1ncnc2c1oc1nc3c(cc12)COC(C)(C)C3
0	CCOC(=O)Cn1c(=O)c2c(nc3n2CCCCN3c2ccc(OCC)cc2)n(C)c1=O
0	Cc1cc(C)cc(NC(=O)N2CCCN(c3ncccc3[N+](=O)[O-])CC2)c1
-9	CC(C)C(=O)Nc1nnc(COc2ccc(Cl)cc2)s1

Another view of part of the listing above:
SMILES: COCCSc1ncnc2c1oc1nc3c(cc12)COC(C)(C)C3
  S1P3 antag: 10
SMILES: COc1ccc2c(C)cc(SCC(=O)Nc3cc(C(N)=O)cc(C(N)=O)c3)nc2c1
  S1P3 antag: -7
SMILES: COC(=O)c1ccc(C(=O)O)nc1
  S1P3 antag: -3

(further entries)
S1P3 antag	mol
1	O=C(O)CCC(=O)NCc1c(Cl)cccc1Sc1ccc(Cl)cc1
-6	O=C(c1ccc(OC2CCN(C(=O)C3CC3)CC2)cc1)N(CCO)Cc1ccccc1
-5	COC(=O)c1ccc(C(=O)OC)c(=O)[nH]1
10	COc1ccc(/C=N/n2c(C)nc3c([nH]c4ccccc43)c2=O)cc1CN1CCCC(C)(C)C1
-21	O=C1CN(C(=O)CNCc2ccc(Cl)cc2)c2ccccc2N1
-7	Cc1nnn(C23C[C@@H]4C[C@@H](CC(C(=O)N5CCN(c6ccccc6)CC5)(C4)C2)C3)n1
3	O=C(NNC(=S)NC(=O)c1cccnc1)c1ccc(F)cc1
3	COc1ccc(N(CC(=O)Nc2cccc(N(C)S(C)(=O)=O)c2)S(=O)(=O)c2ccc(F)cc2)cc1
-2	O=C(NNC(=O)C(Cl)Cl)c1cnn(-c2ccccc2)c1C(F)(F)F
10	O=C1N=C(N2CCOCC2)S/C1=C\c1ccncc1
5	CN(C)NC(=S)Nc1cccc(Cl)c1
-1	CN(C)S(=O)(=O)c1cc(NC(=O)COC(=O)/C=C/c2ccco2)ccc1Cl

Following part.
S1P3 antag	mol
-11	CC1CC(NC(=O)/C=C/C(=O)O)CC(C)(C)C1 (stereo not given)
6	O=C(O)c1ccc(N/C(=N\S(=O)(=O)c2ccc(Cl)cc2)c2ccccc2)cc1
-14	COc1cc(C2CC(=O)Nc3n[nH]c(-c4ccccc4)c32)cc(OC)c1OC (stereo not given)
3	COC(=O)/C=C1/SC(=NC(=O)c2ccc(F)cc2)NC1=O
4	CC(C)(C)c1ccc(NS(=O)(=O)c2ccc(N)cc2)cc1
10	OCCC1CN(Cc2cccn2-c2nccs2)CCN1Cc1ccccc1 (stereo not given)
-14	CC(=O)c1c(C)[nH]c(C(=O)CN2C(=O)NC(CCc3ccccc3)C2=O)c1C (stereo not given)
-2	COc1ccc(C2c3ccc(O)cc3Oc3ncn(CCN4CCOCC4)c(=N)c32)cc1 (stereo not given)
11	Cc1ccc(CNC(=O)CCC2CCCN(Cc3cccc4c3OCO4)C2)o1 (stereo not given)
0	COCCN(CCOC)C(=O)COC(=O)c1cc([N+](=O)[O-])ccc1Cl
-2	CCOc1ccc(CC2c3cc(OCC)c(OCC)cc3CCN2C(=O)CN2CCN(C)CC2)cc1OCC (stereo not given)
10	CCN(CC)S(=O)(=O)c1cccc(C(=O)N/N=C2\CCCC(=O)C2)c1

Following part:
S1P3 antag	mol
7	CCC(CC)NC(=O)Nc1ccccc1C(F)(F)F
3	CN(C)CCCNc1ncnc2sc(-c3ccccc3)cc12
-14	O=C(CSc1ccccc1C(=O)O)NC12CC3CC(CC(C3)C1)C2
-3	COc1cc(C=C2C(=O)c3ccccc3C2=O)ccc1O
2	Cc1ccc2c(c1)sc(=NC(=O)C1CC1)n2C
-1	CCOC(=O)c1cncc(C#CCO)c1

Screening data deposited in PubChem BioAssay by The Scripps Research Institute Molecular Screening Center.
